OXTR potentiate: potentiates the human oxytocin receptor response; P30559; CHO-OTR cells, Fluo-8 calcium fluorescence, potentiator mode; 0% = oxytocin EC15, 100% = EC100; actives 0.061% (n = 320,000); activation, % at 3 µM;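 active means activation above that plate's cutoff, the mean activation of tested compounds plus 3 SD, cut at about 6.6% in these data, passing the limit was not always enough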;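 further: 100% uses oxytocin at 75 nM as the full agonist control; some results filed as inactive read as strong as hits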
Target sequence (P30559 whole entry, looked up): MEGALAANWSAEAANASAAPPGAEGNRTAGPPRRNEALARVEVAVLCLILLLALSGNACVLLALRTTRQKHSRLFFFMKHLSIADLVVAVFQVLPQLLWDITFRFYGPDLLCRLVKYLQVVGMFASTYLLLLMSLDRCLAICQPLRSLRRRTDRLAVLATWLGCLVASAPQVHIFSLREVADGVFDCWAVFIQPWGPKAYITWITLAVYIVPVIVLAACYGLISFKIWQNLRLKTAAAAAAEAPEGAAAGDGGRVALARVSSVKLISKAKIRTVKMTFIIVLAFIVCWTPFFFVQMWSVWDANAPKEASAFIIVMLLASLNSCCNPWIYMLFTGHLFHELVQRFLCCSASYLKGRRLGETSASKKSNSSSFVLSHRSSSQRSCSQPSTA
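test system = CHO-OTR cells, human receptor | compound = single-point 3.0 µM | schedule = 6 min compound pre-incubation at room temperature, 100 s kinetic read | signal = Fluo-8 no-wash calcium dye fluorescence, excitation 470-495 nm, emission 515-575 nm | repeats = single well per compound, singlicate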
CHO-K1 Ca antag: counter-screen for M1 antagonists: effect in parental CHO-K1 cells | actives 0.6% (n = 360,000) | inhibition, % at 3 µM | ATP-induced calcium, Fluo-8 fluorescence;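 active means inhibition above a per-plate cutoff, the plate's mean sample inhibition plus 3 SD, cut at about 24% in these data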;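 further: 0% = DMSO plus EC80 ATP and 100% = DMSO alone without ATP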
GPR7 antagonist: blocks human GPR7 receptor signaling; P48145; GPR7-expressing cells, fluorescence antagonist assay; inhibition, % at 4.4 µM; actives 1.1% (n = 290,000); in the data active means inhibition above about 16%, passing the limit was not always enough;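 further: cells stimulated with the agonist NPW; 0% = agonist with vehicle and 100% = vehicle without agonist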
Target sequence (P48145 whole entry, looked up): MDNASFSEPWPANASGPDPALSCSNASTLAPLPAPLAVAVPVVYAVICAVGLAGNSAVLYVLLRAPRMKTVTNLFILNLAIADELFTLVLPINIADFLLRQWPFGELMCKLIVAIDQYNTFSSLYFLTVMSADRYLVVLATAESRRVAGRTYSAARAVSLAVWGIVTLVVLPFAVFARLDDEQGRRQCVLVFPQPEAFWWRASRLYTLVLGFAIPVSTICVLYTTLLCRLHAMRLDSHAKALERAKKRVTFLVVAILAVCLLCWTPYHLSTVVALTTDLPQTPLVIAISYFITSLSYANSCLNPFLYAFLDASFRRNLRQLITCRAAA
M1 ag parental: counter-screen for M1 agonists: effect in parental CHO-K1 cells. actives 0.48% (n = 360,000). activation, % at 3 µM. Fluo-8 calcium fluorescence; scaled to maximal ATP response, vehicle zero; in the data active means activation above about 15%;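 further: untransfected CHO-K1 host cells lacking M1 receptor as counterscreen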
OXTR agonist: human OXTR agonism. P30559. CHO-OTR cells, Fluo-8 calcium fluorescence; normalized: DMSO 0%, oxytocin 100%. activation, % at 3 µM. actives 0.32% (n = 320,000);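 active means activation above the mean of all tested compounds plus 3 SD, cutoff set per screening run, cut at about 20% in these data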;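 further: peak over basal fluorescence ratio from a 100 s FLIPR kinetic read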
TAAR1 antagonist: antagonists of human TAAR1; Q96RJ0; CHO RD-HGA16 TAAR1, Fluo-8 calcium fluorescence, antagonist; inhibition, % at 3 µM; actives 1.5% (n = 360,000); AID 624466;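 active means inhibition above a per-plate cutoff, the mean inhibition of test compounds on that plate plus 3 SD, cut at about 49% in these data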;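 further: 0% = DMSO plus EC80 beta-PEA response and 100% = DMSO alone without agonist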
Target sequence (Q96RJ0 whole entry, looked up): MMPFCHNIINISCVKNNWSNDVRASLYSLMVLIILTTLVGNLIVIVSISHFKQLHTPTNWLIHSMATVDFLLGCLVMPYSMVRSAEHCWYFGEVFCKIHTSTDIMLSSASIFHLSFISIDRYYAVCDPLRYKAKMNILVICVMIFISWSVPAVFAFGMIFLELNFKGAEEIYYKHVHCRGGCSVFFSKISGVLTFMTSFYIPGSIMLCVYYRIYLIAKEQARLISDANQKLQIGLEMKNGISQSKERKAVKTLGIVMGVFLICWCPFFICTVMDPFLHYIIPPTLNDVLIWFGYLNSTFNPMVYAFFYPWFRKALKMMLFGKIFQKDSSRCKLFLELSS
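System: RD-HGA16 CHO cells with stable hTAAR1 and Gα16 | Probe or stimulus: EC80 β-phenethylamine stimulus | Dosing: 3 µM, single point | Times: Dye loading 75 min at 37 °C, then 30 min room temperature | Measured by: Fluo-8 calcium-sensitive fluorescence | Read-out basis: % inhibition of agonist calcium response | Replicates: n of 1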
CHO parental Ca: counter-screen: ATP calcium response change in parental CHO cells; parental CHO-K1, ATP-induced calcium, Fluo-8 fluorescence; inhibition, % at 5.6 µM; AID 463079; actives 0.63% (n = 330,000);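 active means inhibition above that plate's mean sample inhibition plus 3 SD, cut at about 26% in these data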;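 further: 0% = ATP-challenged DMSO wells and 100% = DMSO wells without ATP; some compounds past the cut are filed as inactive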
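Assay system: untransfected parental CHO cell line. Also added: ATP agonist challenge. Dosing: one dose, 5.6 µM nominal. Measured by: Fluo-8 fluorescence. Read-out: % inhibition. Benchmarks: ATP wells versus no-ATP DMSO wells. Repeats: no replicates.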
CHO-K1 Ca PAM: nonselective activator or artifact in parental CHO-K1 calcium assay; ATP EC20, Fluo-8 calcium fluorescence; 0% at ATP EC20, 100% at ATP max; activation, % at 3 µM; actives 0.02% (n = 360,000); AID 602247;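 active means activation above the run cutoff, the mean activation of all test compounds plus 3 SD, cut at about 40% in these data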;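 further: peak over basal fluorescence ratio in a 140 s read after ATP addition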
V1R ag counter: activates human V1a receptor in oxytocin agonist counter-screen; P37288; actives 0.25% (n = 320,000); CHO-V1R cells, Fluo-8 calcium fluorescence, agonist mode; 0% DMSO, 100% 3 nM vasopressin; activation, % at 3 µM;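 active means activation above the mean activation of all tested compounds plus 3 SD, per screening run, cut at about 20% in these data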;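 further: signal is peak over basal fluorescence ratio across a 100 second FLIPR read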
* = called active by the depositor; / = not tested or not shown.

entry | SMILES | OXTR potentiate | CHO-K1 Ca antag | GPR7 antagonist | M1 ag parental | OXTR agonist | TAAR1 antagonist | CHO parental Ca | CHO-K1 Ca PAM | V1R ag counter
1 | Cc1ccc(C(=O)NNC(=O)Cc2ccccc2)cc1 | -3 | -20 | -8 | 0.1 | -0.5 | -2 | -4 | 12 | 0.6
2 | O=C(CCc1nnc2ccc(NCc3ccccc3)nn12)NC1CCCCC1 | -7 | -4 | 0 | 0.3 | -0.1 | -4 | 15 | 3 | 0.1
3 | OCCC1CN(Cc2cnn(-c3ccccc3Cl)c2)CCN1Cc1ccsc1 (stereo unspecified) | -9 | 1 | -15 | 0.4 | 0.3 | 3 | 6 | 0 | -1.2
4 | NS(=O)(=O)c1ccc(CNC(=O)c2sccc2-c2ccccc2)cc1 | -3 | -3 | -1 | 3.6 | -0.5 | -12 | -2 | 5 | 0.4
5 | Cc1ccccc1NC(=O)Cc1nnc(SCC(=O)c2ccc(Br)cc2)n1C | -3 | -15 | -8 | 1.2 | -0.7 | 12 | -14 | -2 | 0.9
6 | CN(c1ccccc1)c1ccc(/C=N/N2CCOCC2)cc1 | -11 | 10 | 8 | 0.9 | -1.7 | -14 | -1 | -6 | -0.4
7 | CC(=O)c1cccc(NC(=O)C2CCN(S(=O)(=O)c3ccc(C)cc3)CC2)c1 | -12 | -10 | -8 | 1.1 | -0.5 | -19 | -6 | 16 | 0.1
8 | Cn1c(=O)cc(C(=O)N/N=C/c2ccc(Cl)cc2)[nH]c1=O | -6 | -3 | 0 | 2.6 | 0.2 | -18 | -12 | 7 | 0.4
9 | Cc1cccc(C)c1NS(=O)(=O)c1cc2c3c(c1)CCN3C(=O)CC2 | -5 | 1 | / | 0.6 | 1.3 | 3 | -2 | -18 | -0.9
10 | O=C(NCCc1ccccc1)c1cccc(N2CCCC2=O)c1 | -1 | -7 | -7 | 0.1 | 0.8 | / | -12 | 7 | 1.3
11 | O=C(O)CCCC(=O)N1CCOCCOCCOCCOCC1 | -3 | 6 | -10 | 0.1 | 1.8 | -16 | 6 | -10 | 1.8
12 | Cc1ccccc1OCC(=O)NCCc1nc2ccccc2[nH]1 | -6 | -8 | -1 | 1.6 | 0.2 | -8 | -7 | 22 | 0.3
13 | Cc1cc(C)nc(N(C#N)CCOc2ccc(Cl)cc2)n1 | -11 | 3 | -8 | 0.3 | -2.1 | -3 | -25 | 4 | -0.5
14 | CCOC(=O)C1C(=O)CC(C)(O)C(C(=O)OCC)C1/C=C/c1ccccc1 (stereo unspecified) | / | 7 | 3 | 3.9 | / | 56* | / | 7 | /
15 | O=C(C[n+]1cc(-c2ccccc2)n2c1CCC2)Nc1nc(-c2ccc(F)cc2)cs1 | -7 | -9 | -6 | 0.5 | -0.2 | -5 | -8 | 19 | 1.2

Two of the compounds above, with two lines to a compound.
Values in the order: OXTR potentiate, CHO-K1 Ca antag, GPR7 antagonist, M1 ag parental, OXTR agonist, TAAR1 antagonist, CHO parental Ca, CHO-K1 Ca PAM, V1R ag counter
13) Cc1cc(C)nc(N(C#N)CCOc2ccc(Cl)cc2)n1
  -11, 3, -8, 0.3, -2.1, -3, -25, 4, -0.5
6) CN(c1ccccc1)c1ccc(/C=N/N2CCOCC2)cc1
  -11, 10, 8, 0.9, -1.7, -14, -1, -6, -0.4

Further compounds:
entry | SMILES | OXTR potentiate | CHO-K1 Ca antag | GPR7 antagonist | M1 ag parental | OXTR agonist | TAAR1 antagonist | CHO parental Ca | CHO-K1 Ca PAM | V1R ag counter
16 | CCOC(=O)CSC1=C(C#N)C(c2ccc(C)cc2)C2=C(CCCC2=O)N1 (stereo unspecified) | -15 | 10 | -10 | 0.0 | -1.1 | -5 | -1 | -4 | -0.5
17 | O=[N+]([O-])c1ccccc1CN1CCN(Cc2c[nH]c3ccccc23)CC1 | -9 | / | 7 | / | 8.5 | 3 | -8 | / | 2.2
18 | O=C(NCC1CCOCC1)c1ccc(-c2ccc(F)c(F)c2)c2ccoc12 | / | -24 | / | 5.2 | / | -16 | / | 20 | /
19 | Cc1ccccc1COCCN1CCN(S(=O)(=O)c2ccccc2)CCC1=O | 3 | -3 | / | 0.3 | 1.4 | 4 | -21 | -2 | 1.7
20 | COCCCNC(=O)Cn1ncc2ccsc2c1=O | -4 | 6 | -5 | 0.1 | -0.1 | 0 | -3 | 10 | 0.8
21 | COc1cc(CNC(=O)c2cc(-c3ccc(F)cc3C)n[nH]2)cc(OC)c1 | / | -3 | / | 0.1 | / | 13 | / | -10 | /
22 | Cc1ccc(N(CC(=O)Nc2ccc(C)cc2C)S(=O)(=O)N2CCCC2)cc1 | -11 | 3 | -7 | 1.0 | -1.8 | -5 | -26 | -7 | -1.2
23 | CCN(C(=O)Cc1ccc(NC2=NC3CS(=O)(=O)CC3S2)cc1)c1ccccc1 (stereo unspecified) | -10 | 0 | -14 | 0.2 | -1.0 | -7 | 9 | 18 | 1.2
24 | O=C(O)C1CCCCC1C(=O)NCCc1ccc(F)cc1 (stereo unspecified) | -7 | -11 | 8 | -0.1 | 0.1 | 34 | -6 | 0 | -0.2
25 | Cc1nc2ccc(Cl)cc2c(-c2ccccc2F)c1CC(=O)O | -1 | -3 | -6 | -0.5 | 0.1 | -14 | 1 | 9 | -0.7
26 | S=c1nc(C2CCCCC2)[nH][nH]1 | 3 | 3 | -6 | -0.2 | 0.6 | / | 0 | -2 | 1.2
27 | CCC1CCc2sc(C(=O)O)cc2C1 (stereo unspecified) | -6 | -8 | -6 | 0.3 | 0.5 | -2 | 18 | 17 | 0.3
28 | O=C(NNC(=O)c1ccc(Br)o1)c1ccc(NS(=O)(=O)c2cccs2)cc1 | / | -19 | / | 0.7 | / | 1 | / | 25 | /
29 | O=C(CNC(=S)N(Cc1ccccc1Cl)C1CCCC1)NCCCN1CCOCC1 | 0 | -9 | -3 | 0.4 | -0.8 | -24 | -6 | 12 | 1.6
30 | Cc1oc(C(C)(C)C)c(CN2CCCC2)c1C(=O)O | -19 | -12 | 15 | 0.8 | 0.3 | 7 | 2 | 18 | 0.8
31 | O=C(CN1CCOCC1)Nc1ncc(Cc2cccc(Cl)c2)s1 | -6 | -1 | -4 | 1.1 | 1.6 | -4 | -13 | 17 | 5.6
32 | COc1ccc(S(=O)(=O)N(C)C[C@H]2Oc3c(NC(=O)Nc4c(C)noc4C)cccc3C(=O)N([C@@H](C)CO)C[C@H]2C)cc1 | -2 | -2 | / | -0.3 | -0.6 | -20 | -6 | 5 | 0.9
33 | O=C(CCN1C(=O)C2C3C=CC(C4CC34)C2C1=O)Oc1ccccc1 (stereo unspecified) | -6 | -8 | 6 | 1.6 | 0.0 | 19 | 1 | 15 | 0.8
34 | CC(C)[C@H](CO)NC(=O)[C@H]1O[C@@H](n2ccc(N)nc2=O)[C@H](O)[C@@H]1O | / | -18 | / | 1.2 | / | -12 | / | 17 | /
35 | Cc1ccc(NC(=O)COC(=O)CSC(=S)N2CCOCC2)cc1 | -10 | -19 | -7 | 1.5 | 0.0 | 10 | 14 | 14 | -0.2
36 | CC(=O)Nc1ccc(N=Nc2c(C)[nH]n(C(N)=S)c2=O)cc1 | -9 | -4 | 4 | 0.1 | -0.9 | 4 | 1 | 18 | -1.1
37 | Cc1ccccc1S(=O)(=O)Cc1ccc(C(=O)N2CCN(c3cccc(C)c3C)CC2)o1 | -10 | 26* | 4 | 6.5 | -2.1 | 73* | -4 | 4 | 0.3
38 | COCC(C)n1c(C)cc(C(=O)COC(=O)CN=C2NS(=O)(=O)c3ccccc32)c1C (stereo unspecified) | 2 | 3 | 4 | 1.6 | 0.5 | 6 | -15 | 1 | 1.4
39 | COC(=O)c1c(NC(=O)Cn2cnc([N+](=O)[O-])n2)sc2c1CCC(C)C2 (stereo unspecified) | -4 | -11 | -11 | 0.1 | 5.0 | 2 | 3 | 11 | 3.3
40 | CCOC(=O)Cn1c(C(=O)OCC)cc2sccc21 | -10 | 0 | 3 | -0.3 | -1.6 | -23 | 2 | -5 | -1.0
41 | CCn1c2c(c(=N)c3ccccc31)CCC2 | 0 | -4 | 1 | 0.7 | 0.2 | 1 | -4 | 8 | 0.6
42 | Cc1ccc2cc(CN(Cc3ccco3)C(=S)NCC3CCCO3)c(=O)[nH]c2c1C (stereo unspecified) | -12 | -4 | 5 | 0.6 | 1.0 | 17 | -35 | 3 | 2.4
43 | CC1(C(=O)O)CCCN(C(=O)c2ccc(OC(F)F)cc2)C1 (stereo unspecified) | / | -9 | / | 0.3 | / | -8 | / | 13 | /
44 | CC(C)C(=O)Nc1ccc(NC(=O)c2ccc(COc3ccccc3)cc2)cc1 | -8 | 1 | -18 | 0.1 | 0.6 | 3 | -8 | 5 | 0.1
45 | Cn1c(=O)c2c(nc(CN3CCN(c4ccccc4F)CC3)n2CCCc2ccccc2)n(C)c1=O | -5 | -3 | -11 | -0.1 | -1.4 | -3 | -15 | 19 | -0.8
46 | O=C(CSCc1ccc(F)cc1)NCc1ccco1 | -6 | -14 | -13 | 0.2 | -0.9 | -1 | -8 | 13 | -1.0
47 | Cc1ccc(NC2=NC(c3ccc(F)cc3)n3c(nc(C)cc3=O)N2)c(C)c1 (stereo unspecified) | -8 | 9 | -9 | 0.5 | -0.3 | 15 | -14 | -4 | -1.2
48 | CCNC(=S)NS(=O)(=O)c1ccccc1 | -4 | -12 | 3 | 1.0 | -0.5 | -3 | -17 | 27 | -0.5
49 | O=C(Cn1c(=O)[nH]c2ccccc2c1=O)Nc1cccnc1 | -8 | -14 | -6 | 1.1 | 0.7 | -5 | -12 | 10 | 4.0
50 | O=c1cc(SCc2ccc(Cl)cc2Cl)nc[nH]1 | / | -5 | / | 0.1 | / | -8 | / | 10 | /
51 | N#C/C(=C\c1ccc[nH]1)S(=O)(=O)c1ccccc1 | -2 | -9 | -3 | 2.2 | 2.9 | / | 2 | -15 | 3.0
52 | O=C1CC(Cc2ccccc2)C(=O)N1c1ccccn1 (stereo unspecified) | -4 | -8 | 5 | 0.7 | -0.2 | -42 | -3 | 11 | -1.4
53 | Cc1nc(NC(=O)CC(C)C)sc1-c1csc(Nc2ccc(Cl)cc2)n1 | -14 | -8 | -20 | 0.3 | -1.2 | 4 | -15 | 0 | -0.7
54 | COc1ccccc1NC(=O)C(C)OC(=O)c1nc2nc(C)cc(C)n2n1 (stereo unspecified) | -13 | 0 | / | 0.8 | 0.3 | 6 | 4 | -1 | -1.2
55 | COc1ccc(OC(C)C(=O)N2CCC(C)CC2)cc1 (stereo unspecified) | 1 | -7 | 9 | 0.2 | 0.4 | 9 | -3 | 16 | 1.8
56 | Cc1ccc2cc(C)c(SCC(=O)NCC3CCCO3)nc2c1 (stereo unspecified) | 3 | 2 | 0 | 0.0 | -1.5 | -18 | 2 | -19 | -1.7
57 | CSc1ccc(C(=O)Nc2cc(S(=O)(=O)N3CCOCC3)ccc2N2CCOCC2)cc1[N+](=O)[O-] | / | -2 | / | 0.1 | / | -16 | / | 0 | /
58 | Cc1cc(N2CCN(C/C=C/c3ccccc3)CC2)n2ncnc2n1 | -12 | -23 | -8 | 12 | 9.9 | -16 | -6 | 6 | 7.8

Source: PubChem BioAssay (The Scripps Research Institute Molecular Screening Center)
